MT1-MMP act inh – blocks activation of human MT1-MMP. 0.061% of 360,000 active. HT1080 RFP-PRO-GFP cells, GFP/RFP ratio fluorescence, overnight; percent of plate control window, DMSO zero. GFP/RFP ratio change, % at 20 µM. AID 651647;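 active = GFP/RFP ratio change of at least 30% with cell ATP level not reduced by more than half and red fluorescence within 50% of control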; also: strong numbers were not always called active
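Read-out: GFP/RFP fluorescence ratio; Test system: RFP-PRO-GFP reporter HT1080 cells; Compound dosing: single-point 20 µM compound, 1% DMSO; Times: overnight compound exposure at 37 °C.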
CendR NRP1 mod – alters CendR peptide binding to human NRP-1; O14786; 0.85% of 360,000 active; FAM-RPARPAR peptide binding to NRP-1, fluorescence polarization; inhibition, % at 25 µM; AID 602438;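 active = inhibition or corrected inhibition above about 18%, plus a signal ratio from 0.5 to 1.5, limit read from the data, passing the limit was not always enough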; also: strong numbers were not always called active
SKN-1 inh – blocks SKN-1 activity in C. elegans; C. elegans VP596 Pgst-4::GFP/RFP ratio, acrylamide-induced, 24 h; AID 624304; inhibition, % at 21.8 µM; 0.49% of 360,000 active;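 active = interference check ratio from 0.5 to 1.5 plus GFP to RFP signal ratio inhibition reaching or exceeding a fixed threshold, cut at about 30% in these data, passing the limit was not always enough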; also: some compounds called inactive have numbers as strong as hits
eLon inh – inhibits E. coli Lon protease; purified E. coli Lon protease, fluorescence polarization; inhibition, % at 7.94 µM; 0.42% of 360,000 active; AID 602123; in the data active = inhibition above about 13%, passing the limit was not always enough;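 also: 0% = enzyme with probe and DMSO and 100% = no enzyme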
FAS-TE inh – inhibitors of human fatty acid synthase thioesterase domain | P49327 | recombinant FAS-TE, OMFH fluorogenic substrate, fluorescence endpoint | 0.67% of 360,000 active | inhibition, % at 15 µM | AID 602261;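 active = compounds whose normalised, plate-corrected inhibition of enzyme fluorescence in the single-dose primary screen is 50% or more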;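 also: 0% = DMSO with enzyme and 100% = substrate without enzyme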
TbMetRS inhib – blocks T. brucei methionyl-tRNA synthetase activity. inhibition, % at 11.9 µM. purified T. brucei MetRS, ATP depletion, Kinase-Glo luminescence. 0.4% of 360,000 active;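 active = inhibition above a per-plate cutoff of the control wells' mean inhibition plus 3 SD, cut at about 5.5% in these data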;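 also: 0% = DMSO wells median and 100% = median of wells with control inhibitor compound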
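Material: T. brucei methionyl-tRNA synthetase, purified; reagent: substrates ATP, L-methionine and bulk Escherichia coli tRNA; dosing: 11.9 µM single point; timing: 15 min plus 2 h at 25 °C; detection: luminescence of leftover ATP; evaluation: % inhibition; control set: DMSO-only wells as low control; replicates: singlicate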
MLLE-PAM2 inh – inhibitors of microRNA-mediated deadenylation, human PABP1 MLLE binding; P11940; GST-MLLE / FITC-PAM2 fluorescence polarization; inhibition, % at 20 µM; 0.36% of 360,000 active; AID 588489; in the data active = inhibition above about 35%, passing the limit was not always enough;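 also: plate controls were DMSO wells with GST-MLLE for no effect and wells lacking GST-MLLE protein for full effect; some results filed as inactive read as strong as hits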
Target sequence (P11940 whole entry, looked up): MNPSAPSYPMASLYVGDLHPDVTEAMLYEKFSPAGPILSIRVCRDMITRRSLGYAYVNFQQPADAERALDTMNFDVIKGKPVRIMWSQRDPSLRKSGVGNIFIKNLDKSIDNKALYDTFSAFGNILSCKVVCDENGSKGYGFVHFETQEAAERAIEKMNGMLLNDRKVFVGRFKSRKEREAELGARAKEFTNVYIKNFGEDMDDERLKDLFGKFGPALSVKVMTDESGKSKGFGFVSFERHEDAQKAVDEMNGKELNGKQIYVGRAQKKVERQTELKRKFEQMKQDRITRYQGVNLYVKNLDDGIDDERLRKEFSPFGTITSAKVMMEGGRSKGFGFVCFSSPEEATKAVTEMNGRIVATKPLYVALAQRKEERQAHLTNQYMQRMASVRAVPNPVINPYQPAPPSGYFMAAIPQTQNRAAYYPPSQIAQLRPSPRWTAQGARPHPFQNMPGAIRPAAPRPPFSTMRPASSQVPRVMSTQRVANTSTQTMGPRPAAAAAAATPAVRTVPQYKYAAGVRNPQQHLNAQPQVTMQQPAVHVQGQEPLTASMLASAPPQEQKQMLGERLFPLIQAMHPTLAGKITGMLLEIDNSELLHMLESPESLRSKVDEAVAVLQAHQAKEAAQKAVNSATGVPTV
bovine MsrA act – activators of bovine methionine sulfoxide reductase A; 0.3% of 360,000 active; activation, % at 10.6 µM; purified bovine MsrA, absorbance read-out; in the data active = activation above about 7.5%;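 also: 0% = vehicle and 100% = reference activator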
MsrA inhibitor – inhibits bovine methionine sulfoxide reductase A | purified bovine MsrA, absorbance read-out | inhibition, % at 15.5 µM | 0.75% of 360,000 active | AID 651718; in the data active = inhibition above about 4.5%;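 also: 0% = vehicle wells with enzyme and 100% = reference inhibitor wells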
An asterisk follows results filed as active; . = not tested or not shown.

nr	structure	MT1-MMP act inh	SKN-1 inh	bovine MsrA act	FAS-TE inh	TbMetRS inhib	eLon inh	MsrA inhibitor	MLLE-PAM2 inh	CendR NRP1 mod
1	O=C(NCCCCNC(=O)c1c(F)c(F)c(F)c(F)c1F)c1c(F)c(F)c(F)c(F)c1F	0	-4	-9	0	-1.0	-3	0.8	3	1
2	CCN(CC)CCCN(Cc1cc2cc3c(cc2[nH]c1=O)OCO3)C(=S)Nc1ccccc1	-23	-5	2	-5	0.9	-8	2.5	-115	-4
3	CCc1ncc(/C=C2\C(=O)Nc3ccccc32)[nH]1	-11	1	-8	-5	-0.9	-3	1.0	10	-12
4	CCc1c(C)c2nncn2[nH]c1=O	13	-13	-7	-6	-0.7	10	-0.6	-2	1
5	O=C(CSc1oc(-c2ccccc2)nc1S(=O)(=O)c1ccccc1)NCC1CCCO1 (stereo not given)	1	1	-3	-4	-0.4	-9	0.1	-125	9
6	Cc1c(/C=C(\C#N)c2nn(-c3ccccc3)c(N)c2C#N)c2ccccc2n1Cc1ccc(F)cc1	-3	13	-7	11	-0.3	3	-1.7	-39	-146
7	O=C(c1cc(-c2ccc(Cl)cc2)nc2ccccc12)N1CCC1	-1	-2	-1	1	-0.4	-21	1.6	-2	-2
8	Cc1snc(SCC(=O)N/N=C(\N)COc2cccc(C(F)(F)F)c2)c1C#N	12	-3	7	-6	0.7	-12	0.7	26	-10
9	O=C(Nc1ncn[nH]1)c1ccc(S(=O)(=O)N2CCOCC2)cc1	0	-7	-4	-3	-0.7	-15	1.0	3	-10
10	N#Cc1cc([N+](=O)[O-])c(-n2nnc3ccccc32)c([N+](=O)[O-])c1	5	-6	-5	-45	0.3	4	.	11	16
11	COc1cccc(Sc2nc(-c3ccccc3)ncc2S(C)(=O)=O)c1	-6	14	-2	20	-0.6	1	-0.4	-20	-1
12	Cc1ccc(S(=O)(=O)c2nc(-c3ccc(F)cc3)oc2SCC(N)=O)cc1	-2	20	1	8	1.5	6	-0.1	-59	-1
13	CC(C)C[C@H](NC(=O)c1[nH]cnc1C(=O)N[C@H](C)c1ccccc1)C(=O)OC(C)(C)C	-24	4	0	9	-0.2	3	-0.2	-2	17
14	CCC1=Nc2cc(C(=O)O)ccc2Sc2ccc(Cl)cc21	-1	12	-2	-2	-0.1	-5	1.4	7	0
15	CCc1ccccc1NC(=O)C(Cc1cccc(OC)c1OC)c1nn[nH]n1 (stereo not given)	1	1	-10	-6	-0.5	-4	-0.3	2	4
16	CCNC(=O)CC1SC(=Nc2ccc(C)cc2)NC1=O (stereo not given)	1	-10	-2	-9	-0.4	-18	-0.4	3	3
17	CC(c1nc2ccccc2[nH]1)n1c(=O)c(-c2ccco2)nc2ccccc21 (stereo not given)	-9	5	.	.	-0.5	.	1.1	.	-83
18	COC(=O)c1ccc(S(=O)(=O)NCCc2ccccc2OC)n1C	0	9	-4	-3	-0.2	-1	0.6	-13	8
19	COc1ccc(OC(=O)c2cc3ccccc3o2)cc1	4	1	-1	14	0.5	-11	0.1	-3	-3
20	COn1c(=O)c(-c2cccs2)[n+]([O-])c2ccccc21	-15	-1	-3	-3	0.3	7	1.5	31	1
21	CCN(CC)C1Oc2cc3c(cc2C(c2cc(OC)c(O)c(OC)c2)C1C)OCO3 (stereo not given)	-2	10	0	10	-0.3	-10	1.9	-8	3
22	COCCN(C(=O)Cc1cccs1)C(C(=O)NC1CCCC1)c1ccc(OC)c(OC)c1 (stereo not given)	0	3	-4	-9	-0.3	-2	-1.7	13	-1
23	CC(C(=O)O)n1nc(-c2ccccc2)c2ccccc21 (stereo not given)	1	-11	-6	-5	-1.5	0	-0.2	3	0
24	Cc1cccc(CNC(=O)CC2C(=O)NCCN2C2CCCC2)c1 (stereo not given)	-8	-11	-2	-5	-0.4	-12	-0.5	6	10
25	O=C1NC(=O)C2(CCCCCCC2)N1	3	4	-4	-8	-0.2	-13	0.1	2	-3

Compounds from the list above that have an aryl thioether with sulfur outside any ring, in the order listed:
nr	structure	MT1-MMP act inh	SKN-1 inh	bovine MsrA act	FAS-TE inh	TbMetRS inhib	eLon inh	MsrA inhibitor	MLLE-PAM2 inh	CendR NRP1 mod
5	O=C(CSc1oc(-c2ccccc2)nc1S(=O)(=O)c1ccccc1)NCC1CCCO1 (stereo not given)	1	1	-3	-4	-0.4	-9	0.1	-125	9
8	Cc1snc(SCC(=O)N/N=C(\N)COc2cccc(C(F)(F)F)c2)c1C#N	12	-3	7	-6	0.7	-12	0.7	26	-10
11	COc1cccc(Sc2nc(-c3ccccc3)ncc2S(C)(=O)=O)c1	-6	14	-2	20	-0.6	1	-0.4	-20	-1
12	Cc1ccc(S(=O)(=O)c2nc(-c3ccc(F)cc3)oc2SCC(N)=O)cc1	-2	20	1	8	1.5	6	-0.1	-59	-1

Other compounds:
nr	structure	MT1-MMP act inh	SKN-1 inh	bovine MsrA act	FAS-TE inh	TbMetRS inhib	eLon inh	MsrA inhibitor	MLLE-PAM2 inh	CendR NRP1 mod
26	CCC(=O)N1Cc2cc(C(=O)NCC(F)(F)F)nc(-c3cccc(-c4cncnc4)c3)c2[C@@H]1CCO	2	4	8.2*	-11	-0.7	-5	-1.8	.	-5
27	Cn1cc(-c2coc3c(C(=O)NCc4cccs4)cccc23)cn1	-1	6	2	-5	0.0	-10	.	3	-7
28	NC(=S)N/N=C/c1ccc(C(F)(F)F)cc1	-8	-2	-2	-10	0.5	-3	1.5	-32	-8
29	O=C1CCC(NC(=O)c2ccccc2)C(=O)N1 (stereo not given)	0	21	0	-3	0.0	2	-0.9	6	1
30	O=C1CCN(S(=O)(=O)c2ccccc2)CCN1CCOCc1ccc(C(F)(F)F)cc1	6	10	-8	2	0.8	3	2.5	-2	-9
31	COc1ccc(Oc2nccc(-c3ccccc3)c2C#N)cc1	-1	7	0	3	-0.4	-3	-0.6	8	7
32	COc1cccc(Nc2nc(N)nc(C(F)(F)F)n2)c1	-13	-18	-8	-8	-1.0	3	0.4	2	-11
33	CCOC(CNC(=O)CCc1c(C)nc2nc(C)nn2c1C)OCC	3	4	-5	-8	-0.8	-1	-0.3	-4	15
34	COc1ccc(C(=O)N=C2SC3CS(=O)(=O)CC3N2Cc2ccccc2)cc1OC (stereo not given)	-12	-3	-4	6	-0.3	16*	1.4	-9	6
35	CC(C)(C)OC(=O)Nc1ncnc2c1ncn2C1OC(CO)C2OC(C)(C)OC21 (stereo not given)	3	-14	-1	-2	0.0	-4	0.5	19	-4
36	CCOC(=O)NN1C(=O)c2ccccc2NC1c1cccnc1 (stereo not given)	3	2	1	-3	-0.6	2	0.7	1	9
37	CCCc1c(C)nc(N2CCN(c3cccc(OC)c3)CC2)[nH]c1=O	8	8	0	-4	-0.6	-6	2.1	-5	8
38	CCN(C(=O)C1CCCN(c2nc(-c3ccc(OC)cc3)no2)C1)c1ccc(OC)cc1 (stereo not given)	-2	6	-2	18	0.0	-2	1.3	17	-6
39	CCCN1C(=O)SC(CC(=O)Nc2ccccc2C)C1=O (stereo not given)	5	-25	-8	-4	-1.1	4	-0.7	33	-11
40	Cc1cc(Nc2ccccc2)nc(NCc2ccccc2)n1	-1	5	0	-6	1.8	-7	1.1	13	4
41	CC1CCC2(CC1)NC(=S)N(C(C)(C)C)N2 (stereo not given)	-1	-20	-4	-1	-0.4	12	0.8	20	4
42	C=COCCNC(=O)Nc1ccc(Cl)cc1Cl	0	3	2	-4	0.0	4	0.2	10	4
43	Cc1cc(S(=O)(=O)N2CCOCC2)ccc1OCC(=O)NCCN1CCOCC1	2	-2	0	-4	-0.2	-2	0.8	2	-8
44	COc1cc(NC(=O)CN2C(=O)C(=O)N(CC(C)C)C2=O)cc(OC)c1	5	-2	-7	-6	-0.5	4	1.7	-12	0
45	CC(=O)N1CCN(c2nc(C)nc3sc4c(c23)CCC(C)C4)CC1 (stereo not given)	-2	6	-4	-2	-0.5	-3	0.4	7	1
46	Cc1c(C)c2ccc(OC(C)C(=O)NCCc3c[nH]c4ccccc34)cc2oc1=O (stereo not given)	7	5	0	19	0.2	-7	0.5	4	-2
47	Cc1sc2nc(SCC(=O)c3cccs3)n(Cc3ccco3)c(=O)c2c1C	9	16	0	26	0.0	2	0.9	3	-8
48	CC1(C)Cc2c(sc3nnn(CC(=O)Nc4ccccc4)c(=O)c23)CO1	-2	10	-3	4	0.7	7	0.0	-5	5
49	Cc1cc(S(=O)(=O)NCc2ccncc2)c(C)cc1Br	9	4	-7	5	-0.6	4	-0.4	-13	8
50	CC(C)(C)NC(=O)C(c1ccc(Cl)cc1)N(Cc1ccco1)C(=O)CCl (stereo not given)	-1	-2	-2	11	-0.2	-1	-0.9	-5	-4

Further structures
nr	structure	MT1-MMP act inh	SKN-1 inh	bovine MsrA act	FAS-TE inh	TbMetRS inhib	eLon inh	MsrA inhibitor	MLLE-PAM2 inh	CendR NRP1 mod
51	COc1ccc(NC(=O)C/C(C)=N/NC(=O)c2ccncc2)c([N+](=O)[O-])c1	-1	12	-1	2	0.0	7	1.8	-9	-8
52	C/C(=N\N=C1\NC(=O)C(CC(=O)NCc2ccccc2)S1)C(C)C (stereo not given)	-3	11	-2	-5	-0.1	-3	-1.2	33	10
53	Cc1cc(/C=C(\C#N)C(=O)NCc2cccs2)c(C)[nH]1	2	15	-2	-1	-0.2	5	3.1	-10	5
54	CC(=O)Oc1ccc(/C(C)=N\N2CCN(Cc3ccc(Cl)cc3)CC2)cc1	6	6	0	5	-0.1	2	0.4	4	18
55	O=C(c1ccc(S(=O)(=O)N2CCCC2)cc1)N1CCCC(C(F)(F)F)C1 (stereo not given)	2	6	-4	-8	-0.5	-4	1.4	6	2
56	Cc1cccc(NC(=O)Nc2nnc(-c3ccccc3)o2)c1	1	-4	-12	-11	-1.3	-9	-1.8	1	-4
57	COc1cc(NC(=O)CN2c3ccccc3CC2C)cc(OC)c1OC (stereo not given)	5	-20	7	-6	-0.2	0	0.2	-11	10
58	C[C@@H]1CN([C@H](C)CO)C(=O)CCCn2cc(nn2)CO[C@H]1CN(C)C(=O)Nc1ccc(C(F)(F)F)cc1	8	4	-3	-8	-0.2	-4	-1.4	0	-4
59	COc1cccc2cc(C(=O)NC3CC4CCC3C4)oc12 (stereo not given)	4	-4	-5	-2	-0.5	1	0.2	-9	10
60	Cc1nnsc1NC(=O)OCc1ccc(C(C)(C)C)cc1	-11	5	5	-209	-0.3	4	0.3	1	5
61	Cc1cc(C)cc(NC(=O)CN2CCN(c3ccccn3)CC2)c1	1	-4	-6	-4	-0.5	1	-0.6	-2	0
62	COCCSc1nnc(NC(=O)CSCc2ccccc2)s1	-2	2	-4	-4	-0.9	-10	0.9	20	-3
63	CCc1ccccc1NC1=NCC(=O)N1C1CCCC1	0	11	-4	-7	-0.1	-5	-0.1	-1	-4
64	O=C(Cn1cc2c(n1)CCCCC2)NCc1ccccn1	1	3	-1	-3	-0.4	6	1.0	3	3
65	Cc1[nH]nc2c1C(CCc1ccccc1)C(C#N)=C(N)O2 (stereo not given)	-2	12	-1	-2	-0.3	-2	1.2	3	-10
66	Cc1cccc(N2CCN(S(=O)(=O)c3ccc4c(c3)C(C)(C)C(=O)N4C)CC2)c1C	-2	-1	0	24	0.1	3	0.4	-8	-1
67	O=C(Nc1ccc(NC(=O)c2sc3ccccc3c2Cl)cc1)c1ccco1	6	-6	-4	1	-0.8	3	0.9	-5	-8
68	CCn1c(=N)n(CC(=O)c2ccc(Cl)c(Cl)c2)c2ccccc21	-3	6	0	1	1.9	8	-0.9	2	3
